High-throughput results (PubChem BioAssay)
GluA2 TARP mod – modulators of AMPA receptor GluA2-stargazin complexes | O88602+P19491 | HEK293 GluA2+stargazin, membrane potential dye (FDSS), glutamate EC50; hits were called plate by plate, in both directions | calls only at 30 µM | actives 3.5% (n = 40,000) | AID 1259245;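 active means any of four per-well response measures lying three or more SD from its plate-wide compound average, in either direction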
Target sequence (O88602 whole entry, looked up): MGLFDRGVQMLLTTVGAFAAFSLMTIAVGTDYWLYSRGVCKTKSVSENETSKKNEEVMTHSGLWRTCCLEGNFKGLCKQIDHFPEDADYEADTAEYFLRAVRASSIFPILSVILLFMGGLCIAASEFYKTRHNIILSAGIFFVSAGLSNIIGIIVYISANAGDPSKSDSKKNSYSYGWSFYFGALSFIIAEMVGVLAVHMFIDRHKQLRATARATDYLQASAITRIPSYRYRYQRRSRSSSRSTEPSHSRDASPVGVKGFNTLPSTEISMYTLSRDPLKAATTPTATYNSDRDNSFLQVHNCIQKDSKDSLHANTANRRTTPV
Target sequence (P19491 whole entry, looked up): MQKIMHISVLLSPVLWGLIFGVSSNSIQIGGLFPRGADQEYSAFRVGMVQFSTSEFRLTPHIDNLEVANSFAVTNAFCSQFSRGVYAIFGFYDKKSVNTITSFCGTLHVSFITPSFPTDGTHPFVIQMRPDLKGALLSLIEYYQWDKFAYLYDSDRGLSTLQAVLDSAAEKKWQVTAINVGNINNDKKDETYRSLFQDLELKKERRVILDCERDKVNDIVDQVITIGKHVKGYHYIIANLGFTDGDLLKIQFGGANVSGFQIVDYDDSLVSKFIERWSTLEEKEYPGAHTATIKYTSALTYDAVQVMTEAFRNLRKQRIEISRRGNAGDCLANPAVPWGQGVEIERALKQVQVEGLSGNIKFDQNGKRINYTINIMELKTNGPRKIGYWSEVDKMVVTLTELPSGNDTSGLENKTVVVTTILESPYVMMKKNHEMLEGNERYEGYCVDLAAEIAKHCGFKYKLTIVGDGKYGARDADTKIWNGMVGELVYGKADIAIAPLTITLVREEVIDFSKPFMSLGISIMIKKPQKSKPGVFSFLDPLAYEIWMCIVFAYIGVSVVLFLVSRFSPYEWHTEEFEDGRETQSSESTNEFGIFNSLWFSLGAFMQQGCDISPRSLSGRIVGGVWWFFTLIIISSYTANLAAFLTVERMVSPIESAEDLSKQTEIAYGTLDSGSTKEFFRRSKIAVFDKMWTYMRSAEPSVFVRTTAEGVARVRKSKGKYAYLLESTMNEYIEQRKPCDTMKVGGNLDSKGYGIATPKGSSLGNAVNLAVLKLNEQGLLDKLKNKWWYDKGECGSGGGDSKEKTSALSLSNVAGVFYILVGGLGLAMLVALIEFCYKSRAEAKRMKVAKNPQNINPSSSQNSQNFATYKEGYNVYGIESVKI
GluA2 TARP mod agonism max-min – further read-out of GluA2 TARP mod, marked with its call; compound max-min signal; compound-alone response (agonism);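 unitless range of fluorescence divided by baseline over first 100 seconds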
GluA2 TARP mod glutamate slope – second read-out of GluA2 TARP mod, no call of its own (marks repeat the call); glutamate slope, % of max; measured here: glutamate response slope, % max;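 scaled per plate between vehicle wells and maximal 1 mM glutamate control wells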
* marks the source's active call; other numbers are inactive results; i = inactive; + = active, no number; & = joins results of further samples. These rows are one share of the data, so the mix of outcomes need not match the whole.

SMILES	GluA2 TARP mod	GluA2 TARP mod agonism max-min	GluA2 TARP mod glutamate slope
COc1ccc(-n2c(C)cn3c4c(=O)n(CCN5CCOCC5)c(=O)n(C)c4nc23)cc1	i	0.064	30
O=C(NCCc1ccsc1)Oc1ccccc1	i	0.016	26
COc1cccc(C(=O)Nc2cc(-n3c(C)nc4ccccc4c3=O)ccc2F)c1	i	0.082	51
O=C(C1CC1)N1CCc2ccc(NS(=O)(=O)c3ccccc3Cl)cc21	i	0.08	38
CC(C)(C)NC(=O)Cn1nc(-c2ccco2)c2sc(N3CCCCC3)nc2c1=O	i	0.064	44
O=C(Nc1nc(-c2cccnc2)cs1)C1CCCCN1S(=O)(=O)c1cccs1 (configuration not stated)	i	0.07	61
CC(=O)N1CCc2ccc(NC(=O)c3ccno3)cc2C1	i	0.093	48
CCN(CC)CCCn1c(C)cc2c(c1=O)C(c1ccccc1Cl)C(C#N)=C(N)O2 (configuration not stated)	i	0.14	54
Nc1ccc2c(c1)CCCN2S(=O)(=O)c1ccccc1	i	0.09	32
COc1ccc(OC)c(COCC(O)CN2C(C)(C)CCCC2(C)C)c1 (configuration not stated)	i	0.071	57
O=C(Nn1cnc2c(cnn2-c2ccccc2)c1=O)c1cc(=O)c2ccccc2o1	i	0.066	70
CS(=O)(=O)N1CCN(C(=O)CCc2csc(NC(=O)c3ccc[nH]c3=O)n2)CC1	i	0.19	54
O=C(Cc1cc(-c2ccc(F)cc2F)on1)NC1=NCCS1	i	0.082	38
Cc1ccc(NC(=O)C(=O)NCC(c2cccs2)N(C)C)cc1 (configuration not stated)	i	0.057	84
Cn1cnc2cc(OC(=O)c3cccs3)ccc21	i	0.13	53

An excerpt from above in order of the GluA2 TARP mod glutamate slope value, high to low.
SMILES	GluA2 TARP mod	GluA2 TARP mod agonism max-min	GluA2 TARP mod glutamate slope
Cc1ccc(NC(=O)C(=O)NCC(c2cccs2)N(C)C)cc1 (configuration not stated)	i	0.057	84
O=C(Nc1nc(-c2cccnc2)cs1)C1CCCCN1S(=O)(=O)c1cccs1 (configuration not stated)	i	0.07	61
COc1ccc(OC)c(COCC(O)CN2C(C)(C)CCCC2(C)C)c1 (configuration not stated)	i	0.071	57
COc1cccc(C(=O)Nc2cc(-n3c(C)nc4ccccc4c3=O)ccc2F)c1	i	0.082	51
O=C(C1CC1)N1CCc2ccc(NS(=O)(=O)c3ccccc3Cl)cc21	i	0.08	38
Nc1ccc2c(c1)CCCN2S(=O)(=O)c1ccccc1	i	0.09	32

The list continues:
SMILES	GluA2 TARP mod	GluA2 TARP mod agonism max-min	GluA2 TARP mod glutamate slope
Cc1nc(C)c(CC(=O)NCc2nc3ccccc3[nH]2)s1	i	0.11	56
CC(C)Oc1ccc(C(=O)N2CCc3cc(S(=O)(=O)NC4CCCC4)ccc32)cc1	i	0.12	62
CC(C)NC(=O)Cc1csc(Nc2ccc(S(C)(=O)=O)cc2)n1	i	0.079	51
CCc1ccccc1N1CCN(C(=O)c2ccc(N3C(=O)C4CCCCC4C3=O)cc2)CC1 (configuration not stated)	i	0.095&0.051	54&96
CCOC(=O)c1oc2cc(NC(=O)C(C)(C)C)ccc2c1C	i	0.033	58
Cc1cc(C)nc(NS(=O)(=O)c2ccc(NC(=O)c3ccc(Cl)cc3)cc2)n1	i	0.044	27
Cc1cc(C)n(CC2CCNCC2)n1	i	0.037	47
Cc1cnc2c(c1SCC(=O)N1CCN(c3ccccc3)CC1)c(=O)n(C)c(=O)n2C	+	0.045*	21*
Cc1cc(C)cc(NC(=O)c2cccc(N3C(=O)C(C)CS3(=O)=O)c2)c1 (configuration not stated)	i	0.17	52
O=C1NC(=O)C2(CCN(C(=O)c3ccco3)CC2)N1	i	0.053	32
COc1ccc(S(=O)(=O)c2c(N)n(CC3CCCO3)c3nc4ccccc4nc23)cc1 (configuration not stated)	i	0.13	68
CCOc1ccccc1C(=O)Nc1cc(-n2c(C)nc3ccccc3c2=O)ccc1F	i	0.073	33
COC(=O)N1CCN(CCNC(=O)NCCc2ccc(OC)cc2)CC1	i	0.078	58
COc1ccc(NS(=O)(=O)c2ccccc2[N+](=O)[O-])cc1N1CCCCC1=O	i	0.055	48
COc1cccc(-n2c(C)cn3c4c(=O)n(Cc5ccccc5C)c(=O)n(C)c4nc23)c1	i	0.12	74

Part of the list above, as a markdown table.
| SMILES | GluA2 TARP mod | GluA2 TARP mod agonism max-min | GluA2 TARP mod glutamate slope |
| --- | --- | --- | --- |
| CC(C)NC(=O)Cc1csc(Nc2ccc(S(C)(=O)=O)cc2)n1 | i | 0.079 | 51 |
| CCc1ccccc1N1CCN(C(=O)c2ccc(N3C(=O)C4CCCCC4C3=O)cc2)CC1 (configuration not stated) | i | 0.095&0.051 | 54&96 |
| CCOC(=O)c1oc2cc(NC(=O)C(C)(C)C)ccc2c1C | i | 0.033 | 58 |
| Cc1cc(C)nc(NS(=O)(=O)c2ccc(NC(=O)c3ccc(Cl)cc3)cc2)n1 | i | 0.044 | 27 |

Other results
SMILES	GluA2 TARP mod	GluA2 TARP mod agonism max-min	GluA2 TARP mod glutamate slope
c1ccc2[nH]c(C3CC3)nc2c1	i	0.12	77
CC(C)S(=O)(=O)c1ccc(C(=O)Nc2ccccc2-c2nc3ccccc3s2)cc1	i	0.087	47
COc1ccc(-c2cc(CC(=O)Nc3ccc4c(c3)OCO4)no2)cc1OC	i	0.045	36
COc1ccccc1CCNC(=O)CSc1ccc(-c2ccc([N+](=O)[O-])cc2)nn1	i	0.044	43
Cc1ccc(C)c(NC(=O)c2ccc(S(=O)(=O)C(C)C)cc2)c1	i	0.087	63
O=C(NCc1ccccc1Cl)C(=O)NCC1CCN(Cc2ccco2)CC1	i	0.051	53
COc1cc(C(=O)Nc2ccc3c(c2)CCCN3S(C)(=O)=O)cc(OC)c1OC	i	0.087	53
COC(=O)c1ccc(C(=O)Nc2ccc(CC(=O)N(C)C)cc2)cc1	i	0.067	36
Cc1cc(NC(=O)c2cccc(Cl)c2)ccc1N1CCCC1=O	i	0.085	48
O=C(CSCc1ccccc1)NC1CCCC(O)C1 (configuration not stated)	i	0.1	89
O=S(=O)(Cc1ccc(F)cc1)N(CCc1ccccc1)Cc1ccccn1	i	0.17	55
COc1cc(S(=O)(=O)N2CCN(c3ccc(F)cc3)CC2)ccc1Cl	i	0.076	70
Cc1ccc(S(=O)(=O)c2c(C)nn(C(C)(C)C)c2OC(=O)CC2CCCCC2)cc1	i	0.052	39
COc1cc(-c2ccc(=O)n(CC(=O)NCc3ccccc3)n2)cc(OC)c1OC	i	0.096	101
Cc1nnsc1C(=O)N1CC(c2nc(-c3ncccn3)no2)C1	i	0.11	50
COc1ccccc1N1CCN(C(=O)Cc2csc(Nc3ccccc3)n2)CC1	i	0.12	62
O=C(Nc1ccc2c(c1)CN(C(=O)c1ccco1)CC2)NC1CCCCC1	i	0.067	57
Cc1cc(S(=O)(=O)N2CCN(CCO)CC2)c(C)cc1Cl	i	0.06	42
CC(C)(C)n1ncc2c(=O)n(NC(=O)Cc3cccs3)cnc21	i	0.039	53
CCOC(=O)c1cn[nH]c1S(=O)(=O)Nc1ccc(F)cc1	i	0.15	59
CCn1nccc1C(=O)Nc1nc2ccc(SC)cc2s1	i	0.17	52
COc1ccccc1CNC(=O)C(=O)Nc1c(C(N)=O)oc2ccccc12	i	0.087	49
CC(C)CC(=O)NCCn1ncc2c(N3CCN(c4ccc(F)cc4)CC3)ncnc21	i	0.071	54
O=C(CSc1nnc(-c2ccncc2)o1)N1CCCc2ccccc21	i	0.025	53
CC1=C(C(=O)OC(C)C)C(c2ccc(N(C)C)cc2)NC(=O)N1C (configuration not stated)	i	0.12	54
COCCn1c(=O)c2c(nc3n(-c4ccc(C)cc4)c(-c4ccccc4)cn23)n(C)c1=O	i	0.042	64
Cc1cc(C)c(N(CC(O)CN2CCNCC2)S(C)(=O)=O)c(C)c1 (configuration not stated)	i	0.1	59
Cc1ccc(=O)n(CCNC(=O)CCc2c(C)noc2C)n1	i	0.086	54
Cc1ccc(S(=O)(=O)N2CCC3(CC2)C(=O)N(C)C(=O)N3C)c(C)c1	i	0.1	58
CC(C)CNc1oc(-c2ccc(S(=O)(=O)N3CCC(C)CC3)cc2)nc1C#N	i	0.13	55

Results in GluA2 TARP mod (4 entries from above):
Structure,GluA2 TARP mod
Cc1cc(C)c(N(CC(O)CN2CCNCC2)S(C)(=O)=O)c(C)c1 (configuration not stated),i
Cc1ccc(=O)n(CCNC(=O)CCc2c(C)noc2C)n1,i
Cc1ccc(S(=O)(=O)N2CCC3(CC2)C(=O)N(C)C(=O)N3C)c(C)c1,i
CC(C)CNc1oc(-c2ccc(S(=O)(=O)N3CCC(C)CC3)cc2)nc1C#N,i

Next compounds:
SMILES	GluA2 TARP mod	GluA2 TARP mod agonism max-min	GluA2 TARP mod glutamate slope
OC(COCCOc1ccc(Cl)cc1)CN1CCN(Cc2ccc3c(c2)OCO3)CC1 (configuration not stated)	i	0.058	55
CN(Cc1ccccc1)S(=O)(=O)c1ccc(-c2nc(C#N)c(N3CCC(C(N)=O)CC3)o2)cc1	i	0.098	82
O=C(NCc1cccnc1)C(=O)Nc1cc(F)ccc1F	i	0.04	44
CCOC(=O)NCC1(c2cccs2)CCOCC1	i	0.095	42
CCc1ccc(S(=O)(=O)NCC2CCN(CCOC)CC2)s1	i	0.038	54
COc1ccc(S(=O)(=O)NCC(C)(O)c2ccc(-c3ccccc3)cc2)c(C)c1 (configuration not stated)	i	0.13	36
CCC(=O)N1CCN(Cc2nc(-c3cccs3)cs2)CC1	i	0.12	50
COc1cc(S(=O)(=O)N2CCN=C2c2ccccc2)ccc1F	i	0.14	57
CSc1cccc(NC(=O)Cn2c(=O)n(CCCCC(=O)NCC(C)C)c(=O)c3ccccc32)c1	i	0.19	51
COc1ccc(-c2ccc3c(N)c(-c4ccc(C#N)cc4)sc3n2)cc1	+	0.91*	16*
COc1ccc2nc(-c3ccc(OC)c(NC(=O)NC4CCCCC4)c3)cn2n1	i	0.12	57
COc1ccc(Br)cc1S(=O)(=O)NCCOC12CC3CC(CC(C3)C1)C2	i	0.14	69
Cc1c(Cl)cccc1NC(=O)C(=O)NCC(C)(O)C1CC1 (configuration not stated)	i	0.12	64
O=S(=O)(Cc1ccc(Cl)cc1)c1ccc(NCc2ccccc2)nn1	i	0.086	65
Cc1cccc(CN2CCC3(CC2)NC(=O)N(CCc2ccccc2)C3=O)c1	i	0.046	34

A draw from above in order of formula weight, lowest first:
SMILES	GluA2 TARP mod	GluA2 TARP mod agonism max-min	GluA2 TARP mod glutamate slope
Cc1c(Cl)cccc1NC(=O)C(=O)NCC(C)(O)C1CC1 (configuration not stated)	i	0.12	64
COc1ccc(-c2ccc3c(N)c(-c4ccc(C#N)cc4)sc3n2)cc1	+	0.91*	16*
Cc1cccc(CN2CCC3(CC2)NC(=O)N(CCc2ccccc2)C3=O)c1	i	0.046	34
OC(COCCOc1ccc(Cl)cc1)CN1CCN(Cc2ccc3c(c2)OCO3)CC1 (configuration not stated)	i	0.058	55

More records follow.
SMILES	GluA2 TARP mod	GluA2 TARP mod agonism max-min	GluA2 TARP mod glutamate slope
COc1cc(NC(=O)C2CC2)c2ncccc2c1	i	0.13	58
Cn1nc2c(c1NC(=O)c1ccc([N+](=O)[O-])o1)CCC2	i	0.082	55
COC(=O)c1sccc1S(=O)(=O)Nc1ccc2c(c1)OCO2	i	0.12	62
O=C(NCCc1ccco1)C(=O)Nc1ccc2c(c1)OCCO2	i	0.049	56
O=c1oc2c3c(ccc2cc1-c1ccccc1)OCN(CC1CCCO1)C3 (configuration not stated)	i	0.039	23
COc1cc(C)c(C)cc1S(=O)(=O)Nc1cccc(C(=O)O)c1	i	0.13	43
CS(=O)(=O)N1CCC(C(=O)N2CCC(COCc3ccccc3)CC2)CC1	i	0.1	52
Cc1cc(S(=O)(=O)N2CCN(c3c(C)cccc3C)CC2)ccc1F	i	0.046	77
Cc1ccc(C(=O)NCCOc2ccc3nnc(-c4ccccc4)n3n2)cc1C	i	0.027	19
COC(=O)Nc1ccc2c(c1)N(C(=O)C1CC1)CC2	i	0.05	29
CSc1ccccc1NC(=O)C(=O)NCC(C)(O)c1ccc(-c2ccccc2)cc1 (configuration not stated)	i	0.12	41
COc1ccc(OC)c2sc(N(Cc3ccncc3)C(=O)c3ccco3)nc12	i	0.11	53
O=C(NCCOCCO)C(=O)Nc1c2c(nn1-c1ccc(Cl)cc1)CS(=O)(=O)C2	i	0.084	59
